# S100A4 inh HTS – inhibitors of S100A4-myosin IIA peptide binding, primary screen, biochemical, fluorescence polarization, TAMRA-MyoIIA peptide; Protein S100-A4 (Homo sapiens), P26447; inhibition, % at 10.7 µM; actives 0.14% (n = 360,000);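 active means mean inhibition of at least 70% across replicates, with every replicate also reaching that level; inconclusive means mean inhibition reaches 70% but some replicates fall short; inactive means mean inhibition below 70%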
# Target sequence (P26447 whole entry, looked up): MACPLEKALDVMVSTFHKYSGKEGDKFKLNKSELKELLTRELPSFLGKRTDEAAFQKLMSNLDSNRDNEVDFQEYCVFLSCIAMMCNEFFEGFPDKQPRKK
#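 assay system = human S100A4 monomer with TAMRA-labelled myosin IIA peptide | also added = labelled myosin peptide probe, 5 nM | incubation = 5 min between mix addition and reading | control set = DMSO and TFP controls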
# E-selectin induc – E-selectin induction in HUVECs, primary screen, imaging, HUVEC, immunofluorescence imaging, single point | actives 0.37% (n = 260,000) | normalized: neutral wells 0, TNF-alpha wells 100 | AID 686992, 2013 | activation, % at 7.58 µM | P16581;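 active means mean E-selectin-positive cell signal at least 10% of the positive control, reached in at least 60% of replicates, without over 20% cell loss; inconclusive means no rule given, readout overlaps actives, possibly toxicity-flagged; inactive means the rest, including those meeting only one limit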;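 further: in these data hits start at about 27%; measured in HUVEC primary endothelial cells; signal is the percent of cells scored E-selectin positive by PE staining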
# Target sequence (P16581 whole entry, looked up): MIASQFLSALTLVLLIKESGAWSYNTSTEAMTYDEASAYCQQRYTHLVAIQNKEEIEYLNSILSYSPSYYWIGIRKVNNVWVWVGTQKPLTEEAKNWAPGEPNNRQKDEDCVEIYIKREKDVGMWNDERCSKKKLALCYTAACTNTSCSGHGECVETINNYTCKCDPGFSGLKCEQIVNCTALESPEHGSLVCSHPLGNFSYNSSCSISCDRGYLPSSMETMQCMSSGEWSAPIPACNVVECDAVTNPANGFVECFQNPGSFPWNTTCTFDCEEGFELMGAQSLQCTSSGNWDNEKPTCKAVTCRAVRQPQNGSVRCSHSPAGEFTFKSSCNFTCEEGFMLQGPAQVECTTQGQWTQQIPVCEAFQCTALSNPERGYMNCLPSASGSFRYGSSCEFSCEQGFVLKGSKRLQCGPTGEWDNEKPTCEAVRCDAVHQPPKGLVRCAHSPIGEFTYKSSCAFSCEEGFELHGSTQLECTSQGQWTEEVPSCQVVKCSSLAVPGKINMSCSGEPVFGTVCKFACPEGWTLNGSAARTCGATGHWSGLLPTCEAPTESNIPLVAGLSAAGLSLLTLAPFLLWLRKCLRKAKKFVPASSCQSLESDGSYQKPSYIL
#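 Test system: HUVEC | Signal: Immunofluorescence imaging | Read-out: Percent E-selectin-positive cells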
# C2C12 statin – suppressors of statin myotoxicity in C2C12 myotubes, primary screen, cell-based, single point, plate reader; C2C12 myotubes + simvastatin, ATP luminescence, 48 h; scaled: DMSO 0, geranylgeraniol control 100; rescue of ATP level, % at 7.49 µM; actives 0.78% (n = 330,000);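 active means mean ATP rescue above about 67%, or every replicate alone reaching that limit, limit read from the data, passing the limit was not always enough; inconclusive means no clear call, values can overlap the other calls; inactive means mean under the limit and some replicate under it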;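 further: myotubes were challenged with 10 µM simvastatin during compound exposure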
# ERp5 inh – inhibitors of ERp5-driven insulin aggregation, primary screen, biochemical, turbidity, absorbance 650 nm, single point; Protein disulfide-isomerase A6 (Homo sapiens), Q15084; 90 min; inhibition, % at 9.99 µM; actives 0.05% (n = 350,000);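 active means mean replicate inhibition above about 25%, with every replicate also reaching it, limit read from the data, passing the limit was not always enough; inconclusive means only one of those two criteria met; inactive means neither criterion met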
# SIRT5 block – SIRT5 desuccinylase inhibitors, primary screen, biochemical, fluorescence imaging, single point, set 5; NAD-dependent protein deacylase sirtuin-5, mitochondrial (Homo sapiens), Q9NXA8; Purified SirT5, succinyl-peptide AMC, trypsin-coupled fluorescence; inhibition, % at 15 µM; actives 1.1% (n = 330,000); AID 652115, 2013; in the data active means inhibition above about 15%; inconclusive means no clear call, values can overlap the other calls
# Target sequence (Q9NXA8 whole entry, looked up): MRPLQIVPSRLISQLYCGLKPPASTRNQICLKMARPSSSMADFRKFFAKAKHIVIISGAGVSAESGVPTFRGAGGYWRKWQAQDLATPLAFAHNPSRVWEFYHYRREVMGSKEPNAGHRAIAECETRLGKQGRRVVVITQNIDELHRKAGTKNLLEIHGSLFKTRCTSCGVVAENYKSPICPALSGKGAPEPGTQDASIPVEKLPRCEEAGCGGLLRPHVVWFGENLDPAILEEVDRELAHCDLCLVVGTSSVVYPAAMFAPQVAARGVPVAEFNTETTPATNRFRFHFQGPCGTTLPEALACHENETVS
# PglD inh – C. jejuni PglD acetyltransferase inhibitors, primary screen, biochemical, DTNB colorimetric, single point; UDP-N-acetylbacillosamine N-acetyltransferase PglD (Campylobacter jejuni); purified PglD enzyme, DTNB colorimetric CoA detection; inhibition, % at 12.5 µM; actives 0.098% (n = 360,000); in the data active means inhibition above about 16%, passing the limit was not always enough; inconclusive means no clear call, values can overlap the other calls; further: strong numbers were not always called active
# DENV2 CPE rescue – inhibitors of DENV2 cytopathic effect, primary screen, cell-based, plate reader, single concentration; DENV2-infected cells, cytopathic effect rescue; CPE inhibition, % at 9.99 µM; actives 1.7% (n = 350,000); in the data active means CPE inhibition above about 20%, passing the limit was not always enough; inconclusive means no clear call, values can overlap the other calls; tested in BHK-21 cells;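 further: 0% = median of neutral control wells and 100% = median of positive control wells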
# The depositor's hits bear a star; ? = inconclusive; . = not tested or not shown; & = joins results of further samples.
SMILES,S100A4 inh HTS,E-selectin induc,C2C12 statin,ERp5 inh,SIRT5 block,PglD inh,DENV2 CPE rescue
COc1ccc(S(=O)(=O)N(C)C[C@H]2OCCCC[C@@H](C)Oc3ccc(NC(=O)Nc4c(C)noc4C)cc3C(=O)N([C@@H](C)CO)C[C@@H]2C)cc1,-4.7,0.0,-24.7,2.1,3.1,2.0,.
O=C(O)c1cc(S(=O)(=O)N2CCOCC2)ccc1N1CCCCC1,-0.7,.,.,3.4,-3.3,.,1.7
CN(Cc1ccccc1)C(=O)COC(=O)CCC(=O)c1ccc(F)cc1,1.3,-0.2,0.5,3.8,0.9,7.2,-2.1
Cc1ccc(S(=O)(=O)NCC[C@H]2CC[C@@H](NC(=O)c3ccccn3)[C@H](CO)O2)cc1,4.7,-1.0,-1.2,-7.6,-1.5,1.3,-11.1
O=C1COc2ccc(C(=O)COC(=O)c3cc(S(=O)(=O)NCc4ccccc4)ccc3O)cc2N1,5.3,-2.3,4.2,-40.4,2.2,.,-3.2
COc1cc(C2C(C(=O)Nc3ccccc3OC)=C(C)Nc3ncnn32)ccc1O (centres undefined),-0.2,0.1,-8.0,0.3,4.7,-0.5,3.9
O=C(Nc1cccc(C(=O)O)c1)/C(=C\c1ccccc1)NC(=O)c1ccccc1,-3.0,.,.,-0.6,1.9,3.6,0.2
CN(Cc1ccc(Cl)s1)C(=O)CSc1nnc(C2CC2)n1C1CC1,-15.0,.,11.5,-12.6,0.1,0.3,1.3
Cc1ccc(NC(=O)Cc2nnc(SCC(=O)NC3CCCC3)n2C)cc1C,2.1,4.2,5.1,-2.2,-0.5,1.5,0.7
COCCCn1c(=O)/c(=C\c2cccc(OC)c2OC)s/c1=C(/C#N)C(=O)Nc1ccc(C(=O)O)cc1,9.4,-0.3,5.8,-4.9,-2.2,-2.3,8.6
O=C(CC1CCCC1)N1CCN(S(=O)(=O)c2c(F)cccc2F)CC1,-2.6,0.2,10.1,4.2,1.0,-2.3,-6.4
Cc1ccc(-c2nc(CS(=O)(=O)CC(=O)NCc3ccc4c(c3)OCO4)c(C)o2)cc1,2.1,.,28.8,.,-3.7,-0.3,-3.7
Cc1ccc(OCC(=O)Nc2nnc(S(=O)(=O)N3CCCCCC3)s2)cc1,-1.8,0.1,-15.1,3.4,-3.7,-3.9,0.0
COCC#Cc1cnc2c(c1)C(=O)N([C@H](C)CO)C[C@@H](C)[C@@H](CN(C)C(=O)Nc1ccccc1F)O2,3.7,0.2,7.1,6.4,-5.9,-0.3,-7.4
Cc1ccc(C)c(NC(=O)c2ccc3nccnc3c2)c1,-0.9,0.2,-1.0,0.2,0.0,2.7,-4.0
C[C@@H]1CCCCO[C@@H](CN(C)C(=O)c2ccccc2)[C@@H](C)CN([C@@H](C)CO)C(=O)c2cc(NC(=O)C3CCCCC3)ccc2O1,-5.9,-0.2,3.5,-2.8,-0.7,1.1,-4.8
COC(=O)c1ccc2nc(-c3ccc(OC)c(OC)c3)c(Cc3ccccc3OC)n2c1,-13.5,0.1,6.7,2.7,-2.7,-0.5,1.6
C[C@@H]1CCCCO[C@@H](CN(C)S(=O)(=O)c2ccc(Cl)cc2)[C@H](C)CN([C@@H](C)CO)C(=O)c2cc(NC(=O)Nc3ccc(F)cc3)ccc2O1,-17.8,.,.,-2.4,6.7,-0.1,-7.1
CCN1CCN(C(=O)NS(=O)(=O)c2ccc(C)cc2)CC1,2.3,-0.1,9.9,-1.1,-1.6,0.1,4.3
CCOC(=O)C1CCN(C(=O)Cn2cc(C(=O)c3ccco3)c3ccccc32)CC1,4.5,.,.,-1.6,-4.2,.,-0.5
C[C@@H]1CN([C@H](C)CO)C(=O)c2cc(C#CCN(C)C)cnc2O[C@H]1CN(C)C(=O)c1cnccn1,-6.2,-0.2,3.2,-2.3,-2.2,-1.6,2.1
CO[C@@H](CN(C)C(=O)c1cc(Cl)cc(Cl)c1)[C@H](C)CN(C(=O)Nc1ccc(F)cc1)[C@H](C)CO,-5.6,0.2,5.2,1.9,7.9,-0.8,-5.6
C[C@H](CO)N1C[C@H](C)[C@H](CN(C)C(=O)Cc2ccccn2)Oc2cc(-c3cccc(C(=O)N(C)C)c3)ccc2S1(=O)=O,24.4,-0.3,29.6,-1.7,-4.1,-7.9,14.7
Cn1c(Cn2c(=O)sc3ccccc32)nnc1SCC(=O)Nc1ccc(Cl)cc1,-0.4,0.1,-4.4,1.1,-3.6,9.6,4.8
Cc1ccc(S(=O)(=O)Nc2ccc3c(c2)C(=O)N([C@H](C)CO)C[C@H](C)[C@@H](CN(C)S(=O)(=O)c2cccs2)OCCCC[C@H](C)O3)cc1,-2.1,1.4,.,0.8,8.3,-2.2,6.5

# Part of the list above, bar-delimited:
smiles | S100A4 inh HTS | E-selectin induc | C2C12 statin | ERp5 inh | SIRT5 block | PglD inh | DENV2 CPE rescue
CN(Cc1ccccc1)C(=O)COC(=O)CCC(=O)c1ccc(F)cc1 | 1.3 | -0.2 | 0.5 | 3.8 | 0.9 | 7.2 | -2.1
C[C@@H]1CCCCO[C@@H](CN(C)C(=O)c2ccccc2)[C@@H](C)CN([C@@H](C)CO)C(=O)c2cc(NC(=O)C3CCCCC3)ccc2O1 | -5.9 | -0.2 | 3.5 | -2.8 | -0.7 | 1.1 | -4.8
C[C@@H]1CCCCO[C@@H](CN(C)S(=O)(=O)c2ccc(Cl)cc2)[C@H](C)CN([C@@H](C)CO)C(=O)c2cc(NC(=O)Nc3ccc(F)cc3)ccc2O1 | -17.8 | . | . | -2.4 | 6.7 | -0.1 | -7.1

# (listing goes on)
SMILES,S100A4 inh HTS,E-selectin induc,C2C12 statin,ERp5 inh,SIRT5 block,PglD inh,DENV2 CPE rescue
COc1ccccc1OCCNC(=O)c1ccc2c(c1)OCCO2,-2.9,.,4.9,8.0,-3.1,1.1,-4.8
O=C(C[C@H]1CC[C@H](NC(=O)C2CCOCC2)[C@H](CO)O1)NCC1CCCCC1,-5.8,-0.3,3.1,1.5,-7.6,-1.3,-0.6
Cc1c(Cc2ccccc2)c(=O)oc2c(C)c(OCC(=O)NCC3CCC(C(=O)O)CC3)ccc12 (centres undefined),-4.0,.,-2.7,0.6,-18.3,1.5,8.3
Cc1ccccc1-n1c(Cn2c(=O)sc3ccccc32)nnc1SCC(=O)N1CCCC1,41.4,1.4,-0.2,-3.0,-9.2,4.2,12.8
Cc1nc(Nc2ccc3c(c2)OCCO3)c2c(C)c(C)sc2n1,-17.7,3.5,.,-3.4,0.6,.,0.8
COc1ccc(CN(C2CCCC2)S(=O)(=O)c2cc(Br)ccc2Br)c(OC)c1,0.8,-0.9,.,2.8,.,.,-4.7
CN1c2ccc(-c3ccccc3)cc2[C@@H]2[C@@H](CCN2S(=O)(=O)c2ccccc2F)[C@@H]1CO,12.9,-0.1,-29.4,2.0,4.5,-1.2,68.2*
N=C1/C(=C\c2coc3ccccc3c2=O)C(=O)N=C2SC(c3ccncc3)=NN12,-11.7,0.7,.,10.0,-5.2,-2.1,0.1
COc1ccc(CN2C(=O)c3ccccc3C2C(=O)NCCc2ccccc2)c(OC)c1 (centres undefined),-1.5,0.2,.,-2.8,7.2,-2.7,-1.9
CCOc1ccc(C(=O)NC2=NCCS2)cc1,-4.1,.,.,1.2,0.2,.,-4.2
CCOC(=O)c1sc(NC(=O)c2cncc(Br)c2)nc1C,9.6,.,.,0.3,1.4,.,-1.4
COC(=O)CSc1nc(COc2ccccc2)nc2ccccc12,-3.1,.,-3.4,4.7,2.2,-3.7,2.5
COc1ccc(OC)c(CN2CCN(Cc3cccc4ccccc34)CC2)c1,-2.3,.,.,-0.5,4.7,1.1,-2.7
Cc1ccc(S(=O)(=O)N2CCN(C(=O)CCc3c[nH]c4ccccc34)CC2)cc1,-0.2,.,2.3,1.8,-5.1,4.1,-1.0
CCC(CC)NC(=O)Nc1ccc(F)cc1F,-2.1,.,.,1.9,1.4,.,-4.6
COc1cccc(CN2[C@@H](CO)[C@H](c3ccccc3)C23CN(C(=O)C2CCCCC2)C3)c1,-0.2,0.1,.,2.1,0.3,.,-15.0
CCCCN(C(=O)c1cccc(S(=O)(=O)N2CCCC2)c1)c1c(N)n(CCC)c(=O)[nH]c1=O,-1.4,.,4.0,-3.2,0.0,-2.7,8.3
Cn1c(SCC(=O)N2CCCC2)nnc1-c1cccs1,5.6,.,3.5,0.8,2.7,-2.5,5.5
CN(C)S(=O)(=O)c1cccc(C(=O)c2nccn2C)c1,2.5,0.0,.,-1.5,.,.,8.1
COc1cc(NC(=O)CCN2C(=O)NC3(CCCC3)C2=O)c(OC)cc1Cl,16.0,0.0,14.1,2.2,-0.5,-3.2,-1.3
C[C@H](CO)N1C[C@H](C)[C@H](CN(C)Cc2cccc(F)c2)Oc2cc(C#CC3CC3)ccc2S1(=O)=O,-9.4,-1.0,20.3,-7.5,2.8,-1.9,.
COc1cc2c(c(OC)c1OC)CCc1cnoc1-2,-3.0,0.1,.,-0.6,0.8,.,5.7
CC(C)c1onc(C(=O)N2CCN(Cc3ccccc3)CC2)c1[N+](=O)[O-],2.4,.,7.9,-6.6,.,0.1,168.1*
CCO[C@H]1OC(C(=O)NCc2nc3ccccc3[nH]2)=C[C@@H](c2cn(C(C)=O)c3ccccc23)[C@@H]1CCCO,-6.4,0.2,-2.3,2.3,5.2,-1.8&-6.7,-0.7
CCOCCCNC(=O)C(NC(=O)Cc1cccs1)c1ccc(OC)cc1 (centres undefined),-3.3,.,.,8.7,0.7,.,-0.4

# (listing goes on)
SMILES,S100A4 inh HTS,E-selectin induc,C2C12 statin,ERp5 inh,SIRT5 block,PglD inh,DENV2 CPE rescue
O=C(CSc1ccc(F)cc1)Nc1ccccc1Br,3.1,-2.7,.,3.2,4.9,.,0.2
COc1ccc(NC(=O)Nc2cccc3c2O[C@H](CN(C)C(=O)Nc2ccccc2)[C@H](C)CN([C@H](C)CO)C3=O)cc1,0.5,-0.2,12.9,-0.3,8.1,3.0,5.8
Cc1ccc(NC(=O)N2CCN(c3ncccc3C(F)(F)F)CC2)cc1,-6.1,.,.,-0.7,-4.6,.,19.5
CCOC1=C2CN(S(=O)(=O)c3ccc(C)cc3)[C@H](c3cccs3)C[C@H]2[C@H]2C(=O)N(c3ccccc3)C(=O)[C@H]2C1,0.9,.,-15.3,6.9,-2.2,-3.1,1.1
Cc1ccccc1NC(=O)Cc1nnc(SCC(=O)NC2CCCC2)n1C,0.7,-0.1,1.9,4.6,-2.9,-3.8,?
CCC(c1nnnn1-c1c(C)cccc1C)N1CCN(CC)CC1 (centres undefined),-1.9,-0.1,.,5.0,.,.,19.6
C[C@@H]1CN([C@H](C)CO)C(=O)c2cc(NC(=O)Nc3cccc4ccccc34)ccc2O[C@@H](C)CCCCO[C@H]1CN(C)C(=O)NC1CCCCC1,0.9,0.6,-8.3,4.5,1.2,-3.9,-10.8
CC(=O)N(C)C[C@@H]1[C@@H](c2ccc(-c3cccnc3)cc2)[C@H](CO)N1C(=O)C1CC1,27.0,0.0,-7.0,-1.7,11.1,1.7,2.4
Cc1cc(NC(=O)CSc2nnnn2-c2cc(Cl)ccc2C)no1,1.0,0.2,3.5,5.5,-4.4,-5.2,-5.4
COc1cccc(/C=N/NC(=O)C(=O)N2CCCCCC2)c1O,-0.7,0.7,-1.1,13.0,1.2,3.4,-3.4
Cc1sc(NC(=O)CSc2nnnn2C(C)C)c(C#N)c1C,-1.6,0.1,-20.0,-1.1,5.0,.,-4.1
O=C(CNC(=O)c1ccc(Br)cc1)OCc1cc([N+](=O)[O-])cc2c1OCOC2,-0.8,.,.,3.7,1.5,.,6.6

# Screening data deposited in PubChem by Broad Institute.

# The list is partial; count on the stated rates, not on these rows.
